# FLuc counter: qHTS profiling assay for firefly luciferase inhibitor/activator using purifed enzyme and Km concentrations of substrates (counterscreen for miR-21 project); Luciferin 4-monooxygenase (Photinus pyralis), P08659; purified FLuc, Km substrates, luminescence inhibition; Potency, µM (top dose mostly 57.5 µM), for inactives: at the highest dose activity change, negative = inhibition, usual class: inhibitors; hit rate 6.9% among 360,000;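 further: plate controls were vehicle for no effect and reference inhibitor for full effect; nearly all actives have a fitted effect of over 55% in size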
# Target sequence (P08659 whole entry, looked up): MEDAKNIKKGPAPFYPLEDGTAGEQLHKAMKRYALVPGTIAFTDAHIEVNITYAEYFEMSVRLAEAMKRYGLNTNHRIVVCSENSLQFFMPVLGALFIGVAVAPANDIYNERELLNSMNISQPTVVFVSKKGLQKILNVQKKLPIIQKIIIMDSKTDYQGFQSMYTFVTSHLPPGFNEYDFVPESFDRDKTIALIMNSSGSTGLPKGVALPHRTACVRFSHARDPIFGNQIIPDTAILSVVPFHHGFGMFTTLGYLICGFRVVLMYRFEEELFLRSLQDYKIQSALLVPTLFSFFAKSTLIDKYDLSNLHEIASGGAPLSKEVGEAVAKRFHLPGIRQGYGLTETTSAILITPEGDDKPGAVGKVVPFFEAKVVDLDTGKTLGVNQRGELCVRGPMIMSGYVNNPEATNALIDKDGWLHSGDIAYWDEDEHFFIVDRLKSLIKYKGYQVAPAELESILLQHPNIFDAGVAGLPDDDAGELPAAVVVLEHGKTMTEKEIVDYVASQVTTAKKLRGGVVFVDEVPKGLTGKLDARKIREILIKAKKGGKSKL
#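 Purified P. pyralis luciferase (10nM final) with 10uM D-luciferin and 10uM ATP (Km levels) in 50mM Tris acetate pH 7.5, 10mM Mg acetate, 0.01% Tween-20, 0.05% BSA; qHTS 6-point titration, ~60 µM downward; luminescence read.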
# BRCA1 expr act: qHTS Assay to Identify Small Molecule Activators of BRCA1 Expression | AID 624202, 2012 | MCF7-BRCA1-FFLuc reporter, luminescence, 48 h; response scale: scaled: vehicle 0%, 10 µM genistein 100% | Potency, µM (highest dose often 46.1 µM), without a hit: top-dose activation, usual class: activators | hit rate 1.1% among 380,000; further: nearly all actives have a fitted effect of over 80% in size; some results filed as inactive show a strong effect at the top dose
#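 Quantitative HTS in MCF7 cells stably reporting BRCA1 expression via firefly luciferase. Compound treatment lasts 48 h at 37 °C in phenol-red free MEM. Activation is expressed relative to genistein at 10 microM and DMSO.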
# Starred values were filed as active, the others as inactive; ? = inconclusive. The call rests on the fitted dose curve; in most records, active means well fitted curve in the direction sought with a large enough effect; inconclusive means small, poorly fitted or top-dose-only effect, or another doubt; inactive means no such curve, though single readings can be large; an effect the other way counts as inactive or inconclusive. Potency means the concentration at half of the fitted maximal effect. Some of the compounds tested. The share of hits here may be higher or lower than overall.
Molecule | FLuc counter | BRCA1 expr act
CCOc1ccc(NC(=O)Cn2cc(C(=O)c3ccc(C)c(C)c3)c(=O)c3cc(F)ccc32)cc1 | -3% | 6%
Nc1cc(=O)nc(SCC(=O)Nc2cccc(Cl)c2)n1CCc1ccccc1 | -3% | 0%
CCCN1CCN(CCNC(=O)Nc2ccc(OC)cc2OC)CC1 | 5% | 7%
CCC(=O)N1CCc2cc(Br)cc(S(=O)(=O)N3CCCC(C(=O)NCc4ccc(OC)cc4)C3)c21 (stereo unspecified) | 3% | -5%
O=C(O)c1ccc(Nc2nc3ccccc3n3cnnc23)cc1 | 7.6µM* | 0%
COC(=O)c1cc(NC(=O)CCc2c(C)nc3cc(-c4ccccc4)nn3c2C)cc(C(=O)OC)c1 | 2% | 27%
O=C(Nc1cc(-c2nc3cc(Cl)ccc3o2)ccc1Cl)c1cc([N+](=O)[O-])ccc1N1CCOCC1 | -16% | 3%
COc1ccc(N2CCN(C(=O)CN3CCSc4ccccc43)CC2)cc1 | 1% | -8%
Cc1ccc(Cl)cc1NCc1nnc2n1CCCCC2 | 1% | 2%
CCC(=O)N1CCc2cc(S(=O)(=O)CCC(=O)N3CCN(c4cccc(Cl)c4)CC3)ccc21 | -10% | 0%
COc1ccccc1N(CC(=O)Nc1cc(C)cc(C)c1)S(C)(=O)=O | -6% | 3%
Cc1ccc(NC(=O)NCCOCCn2c(=O)oc3ccccc32)cc1C | -12% | 5%
CCOc1ccccc1NC(=O)CN(c1cc(C)cc(C)c1)S(=O)(=O)c1c(C)nn(C)c1C | 1% | -34%
Cc1c(-c2nnc(SCC(=O)Nc3ccc(Br)cc3)o2)nnn1-c1ccc(F)cc1 | 4% | 10%
CC(C)c1ccc(N2C(=O)CSC23C(=O)N(Cc2cccc(F)c2)c2ccccc23)cc1 (stereo unspecified) | -10% | 2%
Cc1ccc(Cl)cc1N1CCN(CCNC(=O)Nc2ccc(Cl)cc2)CC1 | -17% | -6%
Cc1cccc(-n2c(-c3ccco3)nc3c(cnn3-c3ccc(F)cc3)c2=O)c1 | 7% | -55%
O=C(Cn1c(=O)n(CCCS(=O)(=O)C2CCCCC2)c(=O)c2ccccc21)Nc1ccccc1C(F)(F)F | 2% | 3%
CN1C(=O)Cc2cc(S(=O)(=O)CCC(=O)Nc3ccccc3)ccc21 | 0% | 7%
Cc1ccc(CNC(=O)c2cc(S(=O)(=O)N3CCCC(C)C3)cn2C)cc1 (stereo unspecified) | 7% | 29%
COc1cc(-c2noc(-c3ccc(N4CCOCC4)c([N+](=O)[O-])c3)n2)cc(OC)c1OC | 19µM* | 6%
O=C(CN1C(=O)COc2ccc(S(=O)(=O)N3CCCCCC3)cc21)N1CCN(c2cccc(Cl)c2)CC1 | 3% | 0%
Cc1ccc(NS(=O)(=O)c2ccc3nc(-c4ccccc4)[nH]c3c2)cc1Cl | ? | -54%
CCOc1ccc(NC(=O)C2CCC(CNS(=O)(=O)c3ccc4c(c3)CCCC(=O)N4)CC2)cc1 (stereo unspecified) | -2% | 9%
Cc1ccc(NC(=O)C2CCCN(S(=O)(=O)c3c(C)nn(C)c3C)C2)c(C)c1 (stereo unspecified) | -3% | -15%

# Next section
Molecule | FLuc counter | BRCA1 expr act
Cc1ccc(C)c(N2CCN(C(=O)c3cc4c(=O)n(Cc5ccccc5)ccc4nc3C)CC2)c1 | -7% | -48%
O=C(Nc1ccc(Cl)cc1)c1cc2c(-c3ccccc3)nn(-c3ccccc3)c2s1 | 0% | 17%
CCN(CC)C(=O)CSc1nc(-c2ccccc2)cc(-c2ccc(OC)cc2)c1C#N | 17µM* | -15%
CCOC(=O)c1ccc(NC(=O)C(C)N(c2ccc(OCC)cc2)S(C)(=O)=O)cc1 (stereo unspecified) | 4% | 8%
CC(=O)Nc1ccc(NC(=O)C2CCN(c3cnccn3)CC2)cc1 | 2% | 3%
COc1cccc(N2CCN(C(=O)CCCn3c(=O)[nH]c4ccc(Br)cc4c3=O)CC2)c1 | -13% | -15%
Cc1ccccc1C(=O)Nc1c(C)nc(Nc2ccccc2)nc1Nc1ccccc1 | 0% | -55%
CC(C)Nc1nc2c(-c3cccc(Br)c3)nnn2c2ccccc12 | -18% | -30%
CCOCCn1ccc2c(OCC(=O)Nc3cccc([N+](=O)[O-])c3)cccc2c1=O | 1% | 2%
Cc1ccc(CNC(=O)Cn2c(=O)n(-c3cccc(Cl)c3)c(=O)c3sc4ccccc4c32)cc1 | 2% | -10%
CCOC(=O)CSc1nc2c(sc3cccc(F)c32)c(=O)n1Cc1ccc(OC)cc1 | 4% | 0%
Fc1ccc(-c2noc3ncnc(N4CCN(c5ccccc5)CC4)c23)cc1 | 2% | -27%
CCCn1c(=O)sc2cc(NC(=O)c3ccccc3Cl)ccc21 | -17% | 0%
CCOC(=O)c1cnn(-c2cccc(F)c2)c1C1CCNCC1 | -5% | 11%
CC(C)(C)C(=O)Nc1ccc2nc(SCC(=O)N3CCc4ccccc43)sc2c1 | ? | -25%
COc1ccccc1-c1noc(CCC(=O)Nc2ccc(C)cc2C)n1 | -20% | 2%
CCOc1ccc(NC(=O)CN2CCN(C3CCCCC3)C(=O)C2=O)cc1 | -4% | -4%
CCOc1ccc(-c2nnc(SCC(=O)Nc3cc(F)ccc3F)o2)cc1 | -15% | 0%
Cc1cc(C)n(-c2nc3ccccc3nc2Nc2cccc(C(F)(F)F)c2)n1 | 1% | -1%
O=C1CSC2(C(=O)N(Cc3c(F)cccc3Cl)c3ccccc32)N1c1ccc(F)c(F)c1 (stereo unspecified) | -1% | -28%
O=C(CCCCn1c(=O)[nH]c2ccsc2c1=O)N1CCN(c2cccc(C(F)(F)F)c2)CC1 | 3% | -20%
COc1ccccc1-c1nnc(SCC(=O)c2ccc(Cl)cc2)n1-c1ccccc1 | -11% | -5%
CCCOc1cccc(C2c3c(oc4ccc(F)cc4c3=O)C(=O)N2CCCN2CCOCC2)c1 (stereo unspecified) | 2% | 0%
Cc1cc(C)cc(NC(=O)CSc2nc3c([nH]c4ccccc43)c(=O)n2-c2ccc(F)cc2)c1 | 1% | -4%
COc1ccc(-c2noc(-c3ccc(N4CCN(c5ccccc5OC)CC4)c([N+](=O)[O-])c3)n2)cc1 | -15% | 11%

# A draw from above in order of count of non-hydrogen atoms, ascending.
Molecule | FLuc counter | BRCA1 expr act
Cc1ccc(NS(=O)(=O)c2ccc3nc(-c4ccccc4)[nH]c3c2)cc1Cl | ? | -54%
CC(C)c1ccc(N2C(=O)CSC23C(=O)N(Cc2cccc(F)c2)c2ccccc23)cc1 (stereo unspecified) | -10% | 2%
CCC(=O)N1CCc2cc(S(=O)(=O)CCC(=O)N3CCN(c4cccc(Cl)c4)CC3)ccc21 | -10% | 0%
Cc1cc(C)cc(NC(=O)CSc2nc3c([nH]c4ccccc43)c(=O)n2-c2ccc(F)cc2)c1 | 1% | -4%

# 4 neighbouring compounds from above, for reference:
Molecule | FLuc counter | BRCA1 expr act
COc1ccccc1-c1nnc(SCC(=O)c2ccc(Cl)cc2)n1-c1ccccc1 | -11% | -5%
CCCOc1cccc(C2c3c(oc4ccc(F)cc4c3=O)C(=O)N2CCCN2CCOCC2)c1 (stereo unspecified) | 2% | 0%
Cc1cc(C)cc(NC(=O)CSc2nc3c([nH]c4ccccc43)c(=O)n2-c2ccc(F)cc2)c1 | 1% | -4%
COc1ccc(-c2noc(-c3ccc(N4CCN(c5ccccc5OC)CC4)c([N+](=O)[O-])c3)n2)cc1 | -15% | 11%

# Next part
Molecule | FLuc counter | BRCA1 expr act
COc1cccc(-c2cc(C(F)(F)F)nc(NCCc3ccc(OC)c(OC)c3)n2)c1 | 0% | -21%
Cc1ccc2c(CNCc3ccc(C)o3)c(C(=O)O)n(Cc3ccc(F)cc3)c2c1 | -10% | -55%
CCOc1ccc(C(=O)c2cn(CC(=O)Nc3ccc(Cl)cc3)c3cc4c(cc3c2=O)OCCO4)cc1 | -2% | 2%
CCCC1=Nc2cc(C(=O)NCC(C)c3ccccc3)ccc2Sc2ccccc21 (stereo unspecified) | -5% | -41%
COc1ccc(OC)c2sc(N3CCN(C(=O)C4CC4)CC3)nc12 | ? | 7%
CCOc1ccc(CNS(=O)(=O)c2ccc3[nH]c(=O)ccc3c2)cc1 | -1% | -8%
CCn1ccc2cc(S(=O)(=O)N3CCCN(C(=O)Nc4ccccc4OC)CC3)ccc21 | ? | -4%
Cc1ccc(CNC(=O)CCN2C(=O)COc3ccc(C)cc32)cc1 | 2% | 10%
CCOC(=O)c1c(C)[nH]c(C)c1S(=O)(=O)N1CCC(C(=O)NCc2ccccc2Cl)CC1 | -9% | 4%
COc1cc(Cl)c(S(=O)(=O)N2CCN(c3c(C)cccc3C)CC2)cc1Cl | 7% | 11%
CCOc1ccc(C(=O)c2cn(CC(=O)Nc3ccc4c(c3)OCCO4)c3ccc(OC)cc3c2=O)cc1 | -1% | -18%
COc1ccc(NC(=O)c2cc(S(=O)(=O)N3CCCCCC3)cn2C)cc1Cl | -2% | -12%
CCC(=O)N1CCc2cc(Br)cc(S(=O)(=O)N3CCCC(C(=O)Nc4cccc(Cl)c4C)C3)c21 (stereo unspecified) | 4% | 0%
COc1cccc(NC(=O)CSc2ncc(S(=O)(=O)c3ccc(C)c(C)c3)c(=O)[nH]2)c1 | ? | 2%
Cc1cc(C)c(NC(=O)Cn2c(=O)n(CCC(=O)NCc3ccc4c(c3)OCO4)c(=O)c3ccccc32)c(C)c1 | -5% | 7%
Cc1cc(C)cc(-n2c(SCC(=O)N3CCCCC3)nc3c([nH]c4ccccc43)c2=O)c1 | -1% | -2%
CC(=O)N1CCCC1c1nc2ccccc2n1Cc1c(F)cccc1Cl (stereo unspecified) | -11% | 4%
Cc1ccc(C(=O)c2oc3ccccc3c2NC(=O)c2cc(-c3ccc(Cl)cc3)on2)cc1 | 1% | 5%
Cc1cccc(N(CC(=O)NCCSCc2ccccc2)S(=O)(=O)c2ccccc2)c1C | 2% | -25%
COc1ccc(N2CC(NC(=O)COc3cccc(C)c3)CC2=O)cc1OC (stereo unspecified) | -4% | -27%
O=C1CS(=O)(=O)C2(C(=O)Nc3ccccc32)N1c1cccc(Cl)c1 (stereo unspecified) | -1% | -30%
O=C(c1cccc(Cl)c1)N1CCN(CCc2ccncc2)CC1 | 1% | 9%
O=C(COc1ccc(F)cc1)OCc1cc(=O)n2nc(-c3cccs3)sc2n1 | -6% | 0%
COc1cc(Cl)c(C)cc1NC(=O)Cn1cc(S(=O)(=O)N2CCN(c3ccccc3F)CC2)c2ccccc2c1=O | 0% | 14%
O=c1ccc2cc(S(=O)(=O)Nc3ccc(F)c(Cl)c3)ccc2[nH]1 | 5% | 5%

# Remaining list, next part
Molecule | FLuc counter | BRCA1 expr act
COc1cccc(NC(=O)CNC(=O)Cn2c(C)cc3ccccc3c2=O)c1 | 1% | 2%
COc1ccc(NC(=O)CCc2c(C)nn(-c3ccc(N4CCOCC4)nn3)c2C)cc1Cl | 21µM* | 62%
Cc1ccc(/C=C/c2onc(C)c2S(=O)(=O)N2CCC(C(=O)Nc3cc(C)ccc3C)CC2)cc1 | 3% | 10%
COc1ccc(-n2c(SCC(=O)N3CCc4ccccc43)nc3c([nH]c4ccccc43)c2=O)cc1 | -3% | -8%
CCN1C(=O)c2ccccc2S(=O)c2ccc(C(=O)N3CCN(c4ccc(F)cc4)CC3)cc21 (stereo unspecified) | -5% | 7%
COc1ccccc1CNC(=O)CSc1ncc(S(=O)(=O)c2ccc(C)c(Cl)c2)c(=O)[nH]1 | 13µM* | 5%
CCOCCCn1c(=N)c(C(=O)NCC2CCCO2)cc2c(=O)n3cc(C)ccc3nc21 (stereo unspecified) | 1% | 25%
CCOC(=O)c1ccccc1NC(=O)Nc1cc2c(cc1N1CCCCC1)n(C)c(=O)n2C | -3% | -14%
O=C(Cn1c(=O)n(Cc2ccccc2)c(=O)c2sc3ccccc3c21)Nc1ccc(F)cc1 | -3% | 9%
CCCN1C(=O)C2(c3ccccc31)c1c(oc3cc(C)c(C)cc3c1=O)C(=O)N2CCCOC (stereo unspecified) | -1% | 8%
CCC1Oc2ccc(C)cc2N(CC(=O)NCc2ccc(OC)cc2)C1=O (stereo unspecified) | -14% | 2%
Cc1ccc(Sc2ccc(N3CCCC(C(=O)Nc4ccc(F)cc4F)C3)nn2)cc1 (stereo unspecified) | -1% | 10%
O=C(c1ccc2c(c1)N(Cc1ccc(F)cc1)C(=O)c1ccccc1S2(=O)=O)N1CCCC1 | 2% | -25%
COc1ccc(NC(=O)CSc2nc(-c3cccs3)cc(C(F)(F)F)n2)cc1Cl | 1% | -47%
Cc1cc(N)c(-n2cc3c(c2-c2ccc(Br)cc2)c(=O)n(C)c(=O)n3C)cc1C | -19% | -6%
CC(=O)Nc1ccc(S(=O)(=O)NC2=NCN(C(C)C)CN2)cc1 | -2% | 12%
COc1ccc(C(=O)Nc2cccc(OCc3cc(=O)n4c5c(sc4n3)CCCC5)c2)cc1OC | 2.4µM* | 28%
CCS(=O)(=O)N1CCCc2cc(C(=O)Nc3cc([N+](=O)[O-])ccc3C)ccc21 | -14% | 0%
CCOc1ccccc1NC(=O)Cn1c(=O)n(-c2ccc(F)cc2)c(=O)c2sc3ccccc3c21 | -2% | 3%
COc1ccc(NC(=O)C2=C(C)Nc3ncnn3C2c2ccc(C)o2)cc1 (stereo unspecified) | -7% | -2%
